From PubChem
L3MBTL1 block: inhibitors of human L3MBTL1; Q9Y468; AlphaScreen L3MBTL1–H3K9me1 peptide binding; Potency, µM (highest dose often 57.1 µM), for inactives: at the top dose activity, negative = inhibition, hits mostly inhibitors; 230,000 tested, 0.66% active; AID 485360; also: % is scaled to controls: 0 for no effect and ±100 for the full control effect; nearly all actives have a fitted effect of over 60% in size
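L3MBTL1 (50 nM) pre-complexed 30 min with biotinylated H3(1-15)K9me1 peptide (75 nM), then compounds added for 30 min at room temperature; AlphaScreen streptavidin donor/nickel chelate acceptor beads (10 ug/mL final) read after 30 min dark incubation.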
JMJD2E inh: blocks human JMJD2E demethylase activity | JMJD2E catalytic domain, FDH-coupled NADH fluorescence (FDH is formaldehyde dehydrogenase) | 230,000 tested, 1.6% active | B2RXH2 | Potency, µM (titrated, usually from 57.1 µM), without a hit: at the top dose activity change, negative = inhibition, hits mostly inhibitors; active = well fitted inhibition curve with a large enough effect, not every such curve was filed as active; inconclusive = small, poorly fitted or top-dose-only effect, or another doubt; inactive = no such curve, though single readings can be large or run the other way;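 also: 0% = wells with enzyme and -100% = buffer wells without enzyme; nearly all actives have a fitted effect of over 50% in size; many of its hits are not listed in these tables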
LMNA splice mod: changes lamin A minigene splicing in HeLa cells; 200,000 tested, 0.01% active; AID 1487; HeLa LMNA splicing GFP/RFP minigene ratio, 48 h; Potency, µM (doses to about 46.1 µM), without a hit: at the highest dose ratio change, negative = inhibition, usual class: inhibitors; active = well fitted inhibition curve with a large enough effect in the signal ratio, with a control signal flat, not every such curve was filed as active; inconclusive = small, poorly fitted or top-dose-only effect, or effect the other way, or a change in a side signal; the % refers to the signal ratio; also: % is scaled to controls: 0 for no effect and ±100 for the full control effect
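S3 HeLa cells stably expressing lamin A-EGFP splicing minigene plus DsRed2, 600 cells/well, 48 h compound exposure at 37C. Laser-scanning cytometry; analysed as GFP (500-530 nm)/RFP (575-640 nm) total intensity ratio; 0.5% DMSO vehicle.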
RECQ1 helicase: blocks DNA unwinding by human RECQ1; RECQ1 DNA unwinding, red fluorescence kinetic read; AID 2549; Potency, µM (series often up to 57.3 µM), for the others: at the top dose activity, negative = inhibition, hits mostly inhibitors; P46063; 240,000 tested, 0.54% active;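 also: plate controls were vehicle for no effect and no enzyme for full effect; nearly all actives have a fitted effect of over 30% in size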
Target sequence (P46063 whole entry, looked up): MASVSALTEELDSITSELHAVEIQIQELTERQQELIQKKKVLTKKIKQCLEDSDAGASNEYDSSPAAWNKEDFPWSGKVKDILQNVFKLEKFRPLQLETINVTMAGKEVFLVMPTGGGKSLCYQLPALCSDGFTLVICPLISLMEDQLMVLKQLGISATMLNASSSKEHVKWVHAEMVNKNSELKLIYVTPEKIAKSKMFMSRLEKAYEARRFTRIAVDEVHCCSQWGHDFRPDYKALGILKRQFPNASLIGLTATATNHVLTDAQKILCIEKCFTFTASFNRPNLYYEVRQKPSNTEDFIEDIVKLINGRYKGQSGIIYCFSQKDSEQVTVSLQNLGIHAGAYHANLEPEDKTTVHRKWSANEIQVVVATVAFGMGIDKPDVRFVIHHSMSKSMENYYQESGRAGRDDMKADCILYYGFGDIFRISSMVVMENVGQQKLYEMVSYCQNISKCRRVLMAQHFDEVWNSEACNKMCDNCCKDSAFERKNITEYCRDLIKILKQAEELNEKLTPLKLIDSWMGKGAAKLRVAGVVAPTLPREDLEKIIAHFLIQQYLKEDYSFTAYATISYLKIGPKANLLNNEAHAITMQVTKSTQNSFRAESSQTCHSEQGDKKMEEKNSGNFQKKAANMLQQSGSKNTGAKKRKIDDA
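RECQ1T1 50 nM; forked duplex (20 bp + 30-nt ss tails) 200 nM, ATP 2 mM final; pH 8.0, 2 mM MgCl2, 2.5 ug/ml poly(dI-dC); 15 min compound preincubation; discontinuous kinetic read over 2 h at RT.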
SMN2 splice up: increases expression of the SMN2 splice variant | HEK293 SMN2-luciferase splicing reporter, luminescence, 30-36 h | Potency, µM (titrated, usually from 46.1 µM), without a hit: at the top dose activity change, positive = activation, actives largely listed as activators | 210,000 tested, 2.8% active | AID 1458; also: % of control where 0% means no effect; nearly all actives have a fitted effect of over 55% in size
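HEK293 cells carry an SMN2 […]–luciferase reporter in which exon 7 inclusion puts luciferase in frame. Cells were plated 10-12 h before compound addition, then incubated 30-36 h at 37C. ONE-Glo luminescence was read; sodium butyrate at 4.5 mM final served as control.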
KinaseGlo FLuc: counter-screen: inhibitors of Kinase-Glo firefly luciferase | Potency, µM (highest dose often 38.3 µM), inactives show top-dose activity change, negative = inhibition, most hits filed as inhibitors | Kinase-Glo luciferase, ATP luminescence, 8 min | AID 1379 | 200,000 tested, 0.28% active | Q27757; also: % is scaled to controls: 0 for no effect and ±100 for the full control effect; nearly all actives have a fitted effect of over 60% in size
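Recombinant Kinase-Glo luciferase, 10 uM ATP (linear range), luciferin; imidazole pH 7.2 / KCl / MgCl2 / Tween / BSA buffer; 8 min RT; luminescence.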
Tau ThT inhib: inhibitors of human tau fibril formation, thioflavin T binding; P10636; recombinant tau K18 P301L, heparin-induced fibrillization, ThT fluorescence; Potency, µM (highest dose often 57.4 µM), inactives show top-dose activity, negative = inhibition, most hits filed as inhibitors; 270,000 tested, 2.1% active; AID 1460; also: % is scaled to controls: 0 for no effect and ±100 for the full control effect; nearly all actives have a fitted effect of over 55% in size
Target sequence (P10636 561-689 P618L limits assumed): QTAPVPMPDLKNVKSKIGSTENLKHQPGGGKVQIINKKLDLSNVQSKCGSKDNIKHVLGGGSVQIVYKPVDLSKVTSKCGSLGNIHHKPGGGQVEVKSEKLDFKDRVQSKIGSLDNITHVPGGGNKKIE
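Fibril formation assay: tau K18 P301L at 15 uM with trace Alexa 594 label, heparin inducer 20 uM, pH 7 sodium acetate buffer, 37 C for 6 hr; endpoint ThT signal.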
ALDH1A1 inh: ALDH1A1 (human) enzyme inhibition; Potency, µM (top dose mostly 75.3 µM), without a hit: at the highest dose activity, negative = inhibition, hits mostly inhibitors; P00352; AID 1030; Purified ALDH1A1, NADH fluorescence, propionaldehyde substrate; 220,000 tested, 7.3% active; active = well fitted inhibition curve with a large enough effect, not every such curve was filed as active; inconclusive = small, poorly fitted or top-dose-only effect, or another doubt; inactive = no such curve, though single readings can be large or run the other way;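 also: plate controls were no enzyme wells and a reference inhibitor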
* marks the source's active call; other numbers are inactive results; i = inactive; ? = inconclusive; . = not tested or not shown; [ ] = remark or other dose. Unless noted, calls follow the shape of the dose curve; as a rule, active = well fitted curve in the direction sought with a large enough effect; inconclusive = small, poorly fitted or top-dose-only effect, or another doubt; inactive = no such curve, though single readings can be large; an effect the other way counts as inactive or inconclusive. Potency is read from the fitted curve at half-maximal effect.

SMILES	L3MBTL1 block	JMJD2E inh	LMNA splice mod	RECQ1 helicase	SMN2 splice up	KinaseGlo FLuc	Tau ThT inhib	ALDH1A1 inh
CCC1CN2CCC1CC2[C@@H](NC(=S)Nc1cc(C(F)(F)F)cc(C(F)(F)F)c1)c1cccc2ccc(OC)cc12 (stereo partly specified)	.	-18%	.	-3%	-4%	-1%	-1%	0%
CCOC(=O)N1CCN(C(=O)CSc2ccc(-c3ccncc3)nn2)CC1	.	0%	.	-2%	-9%	2%	-7%	1%
CCOC(=O)c1cnc(-c2ccccc2)nc1Oc1ccc(Cl)cc1	-8%	-2%	2%	1%	6%	-6%	-4%	-4%
Cc1ccc(C)c(S(=O)(=O)n2cnc3ccccc32)c1	.	0%	8%	-10%	4%	0%	9%	6%
Nc1nc(N2CCN(C/C=C/c3ccccc3)CC2)nc2ccccc12	-5%	?	?	4%	-22%	3%	-15%	?
Cc1ccc(NC2=NC(C(=O)Nc3ccc(C)c(C)c3)CC(=O)N2)cc1 (stereo unspecified)	.	13%	-7%	1%	12%	1%	-1%	9%
CC1(C)CC(=O)C(C=NCCN2CCN(C(=S)NC3CCCCC3)CC2)=C(O)C1	1%	3%	-7%	i	11%	1%	-4%	?
CC(C)(C)OC(=O)N1CCC(c2cc(=O)n3[nH]cc(C(=O)NC4CCCC4)c3n2)CC1	.	?	2%	-15%	14%	3%	-24%	?
CCc1ccc(C2CC(c3ccc(F)cc3)Nc3nc(N)nn32)cc1 (stereo unspecified)	11%	6%	-10%	-7%	15%	-1%	?	?
COc1cc(OC)cc(-c2nc3ccccc3s2)c1	120%[activator]	?	18%	i	?	-18%	-9%	?
O=C(NCc1ccc(F)cc1)C1CCN(c2cnccn2)CC1	9%	?	15%[46 µM]	-4%	.	-5%	-9%	4%
O=C(CCCc1ccccc1)NCc1cn2ccsc2n1	2%	6%	-9%	0%	-6%	3%	-3%	3%
CCOC(=O)C1CCN(S(=O)(=O)c2cc(Br)cc3c2N(C(=O)C2CC2)CC3)CC1	-8%	5%	-14%	-10%	3%	-2%	-8%	13%
O=C1CCCC2=C1C(c1cccs1)Nc1ccc3ncccc3c12 (stereo unspecified)	1%	?	-19%	-8%	?	-5%	-8%	?
CC(=O)Nc1cccc(NC(=O)Nc2ccc(C)c(Cl)c2)c1	10%	4%	.	i	?	0%	3%	2%
COC(=O)c1cccc(C23CC4(C2)[C@H](CN(C)[C@@H]4c2ccccc2)C3c2ccc(Cl)nc2)c1 (stereo partly specified)	.	-4%	.	i	-44%[inhibitor]	-3%	-5%	-5%
Cc1ccccc1-c1nc(S(=O)(=O)c2ccc(Cl)cc2)c(NCCN2CCOCC2)o1	.	?	-6%	-11%	1%	-3%	-24%	?
COc1cc(OC)c(C2CC(=O)N3CN(c4ccccc4C)CSC3=C2C#N)cc1OC (stereo unspecified)	-16%	22µM*	-9%	-13%	-14%	2%	28µM*	4µM*
CCCCN1C(=O)c2ccc(C(=O)Nc3ccc(S(=O)(=O)N(C)C)cc3)cc2C1=O	-3%	76%	?	-18%	-7%	-1%	1%	1.8µM*
C=CCNc1nc(-c2sc(NC(=O)CC)nc2C)cs1	-16%	0%	-6%	2%	18%	-1%	?	?
CCOC(=O)C1(CC2CCCCO2)CCN(C(=O)Nc2ccccc2CC)CC1 (stereo unspecified)	2%	12%	?	11%	.	-1%	-10%	?
CCOc1ccc2nc(Nc3nc4ccc(NC(C)=O)cc4s3)sc2c1	5%	?	?	5%	-10%	-1%	?	?
Cc1cccc(N=C2N=C(N)c3ccccc32)c1	-3%	-1%	3%[0.0737 µM]	i	15%	-4%	?	9%
Cc1nc(S(=O)(=O)N(C)c2ccccc2)c(C#N)c(C)c1Cl	12%	0%	?	14%	-42%[inhibitor]	-2%	-4%	6%

In another format: 8 of the compounds above
The line under a structure holds: L3MBTL1 block | JMJD2E inh | LMNA splice mod | RECQ1 helicase | SMN2 splice up | KinaseGlo FLuc | Tau ThT inhib | ALDH1A1 inh
> Cc1ccccc1-c1nc(S(=O)(=O)c2ccc(Cl)cc2)c(NCCN2CCOCC2)o1
    . | ? | -6% | -11% | 1% | -3% | -24% | ?
> COc1cc(OC)c(C2CC(=O)N3CN(c4ccccc4C)CSC3=C2C#N)cc1OC (stereo unspecified)
    -16% | 22µM* | -9% | -13% | -14% | 2% | 28µM* | 4µM*
> CCCCN1C(=O)c2ccc(C(=O)Nc3ccc(S(=O)(=O)N(C)C)cc3)cc2C1=O
    -3% | 76% | ? | -18% | -7% | -1% | 1% | 1.8µM*
> C=CCNc1nc(-c2sc(NC(=O)CC)nc2C)cs1
    -16% | 0% | -6% | 2% | 18% | -1% | ? | ?
> CCOC(=O)C1(CC2CCCCO2)CCN(C(=O)Nc2ccccc2CC)CC1 (stereo unspecified)
    2% | 12% | ? | 11% | . | -1% | -10% | ?
> CCOc1ccc2nc(Nc3nc4ccc(NC(C)=O)cc4s3)sc2c1
    5% | ? | ? | 5% | -10% | -1% | ? | ?
> Cc1cccc(N=C2N=C(N)c3ccccc32)c1
    -3% | -1% | 3%[0.0737 µM] | i | 15% | -4% | ? | 9%
> Cc1nc(S(=O)(=O)N(C)c2ccccc2)c(C#N)c(C)c1Cl
    12% | 0% | ? | 14% | -42%[inhibitor] | -2% | -4% | 6%

Continuation.
SMILES	L3MBTL1 block	JMJD2E inh	LMNA splice mod	RECQ1 helicase	SMN2 splice up	KinaseGlo FLuc	Tau ThT inhib	ALDH1A1 inh
Cc1ccccc1NC(=O)CNc1ccc(Cl)c(C(F)(F)F)c1	11%	1%	-21%	-5%	.	.	-7%	?
CC(C)(C)c1ccc(OCCC(=O)NC2=NCCS2)cc1	.	1%	6%	i	9%	-3%	-6%	-10%
COc1cc2c(cc1OC)C(c1cccnc1)CC(=O)N2 (stereo unspecified)	-10%	-7%	0%	-5%	6%	-4%	-2%	8%
C=C(C)Cn1c(N(CCO)Cc2ccccc2)nc2c1c(=O)[nH]c(=O)n2C	-5%	-8%	-6%	-1%	1%	2%	-7%	-10%
CNS(=O)(=O)c1cccc(C(=O)OCC(=O)Nc2ccc(OC)cc2[N+](=O)[O-])c1	-5%	5%	-12%[46 µM]	-6%	13%	4%	-13%	-2%
COc1cc2c(cc1NC(=O)COC(=O)[C@@H](NC(=O)c1ccccc1F)C(C)C)oc1ccccc12	-3%	?	-18%	-18%	28%	1%	-10%	-6%
C=CCOC(=O)C1=C(C)N=c2s/c(=C3\C(=O)N(CC(=O)O)c4ccccc43)c(=O)n2C1c1ccc(OC)cc1 (stereo unspecified)	-21%	-14%	.	-1%	.	.	4µM*	.
COc1cc(/C=N/n2c(C)n[nH]c2=S)ccc1OCc1ccccc1	?	-5%	29%	-2%	13µM*	-2%	?	?
CCC(C)OC(=O)c1cc(C)nc2c(Br)cc(Br)cc12 (stereo unspecified)	?	9%	-1%	i	-19%	-1%	-9%	-1%
O=C(OCCN=C1NS(=O)(=O)c2ccccc21)c1ccccc1	.	3%	10%	-2%	4%	-2%	-6%	12%
O=C(CCc1nc2ccccc2s1)OCC(=O)N1CCN(C(=O)c2ccco2)CC1	.	3%	-3%	-3%	-7%	-1%	-17%	-3%
O=C(NCCCN1CCN(Cc2ccccc2Cl)CC1)Nc1ccccc1	.	3%	6%	-14%	10%	0%	4%	-1%
Cc1cccc2cc(CN(CCN(C)C)C(=S)NCc3ccco3)c(=O)[nH]c12	0%	-18%	-8%	-1%	21%	2%	0%	?
O=C(Nc1ccc([N+](=O)[O-])cc1)/C(=C/c1cccc([N+](=O)[O-])c1)NC(=O)C1CCCCC1	0%	10%	-19%	-1%	-9%	-5%	-9%	-11%
Cc1cccc(-n2c(=S)[nH]c3nc4c(cc3c2=O)COC(C)(C)C4)c1	56%[activator]	-19%	.	-5%	.	.	-8%	0.71µM*
CCOC(=O)c1cc(-c2ccco2)nc2c1c(C)nn2-c1cccc(Cl)c1	-6%	-4%	-8%	-13%	-15%	-1%	-16%	?
N#Cc1ccsc1NC(=O)CN1CCN(S(=O)(=O)c2ccccc2C(F)(F)F)CC1	-8%	-2%	-15%	-9%	0%	-4%	-4%	0%
COc1cc(C2C(C#N)=C(N)Oc3cc(C)n(CCN4CCOCC4)c(=O)c32)cc(OC)c1OC (stereo unspecified)	1%	?	?	19%	-15%	-10%	-17%	?
NC(=O)c1c(NC(=O)C2c3ccccc3Oc3ccccc32)sc2c1CCCCC2	?	-21%	13%	?	6%	0%	?	?
Cc1cccc(/C=N/NC(=O)CN2CCCCCCC2)c1	5%	-26%	-1%	-13%	13%	-2%	-5%	-8%
O=C(Nc1c(Cl)cc(Cl)cc1C(=O)NCC1CCCO1)c1ccco1 (stereo unspecified)	3%	0%	8%	-2%	15%	7%	-10%	2%
COc1ccc(-n2nc(C(=O)NCc3ccco3)c3ccccc3c2=O)cc1	.	?	7%	-1%	-3%	7%	-6%	?
CCOc1cc(C=O)ccc1OCCSc1ccc(Cl)cc1	80%[activator]	-6%	3%[0.0737 µM]	-13%	-27%	1%	-17%	?
CC(=O)OC1CC(n2ccc(NC(=O)c3ccccc3)nc2=O)OC1CO (stereo unspecified)	5%	2%	5%	-3%	4%	-1%	-7%	-1%
Fc1ccc(C2c3cccn3CCN2C(=S)Nc2cccc(F)c2)cc1 (stereo unspecified)	?	-28%	.	1%	-55%[inhibitor]	-4%	-3%	?
O=C(O)c1cnn2cc(-c3[nH]ncc3[N+](=O)[O-])cnc12	-1%	-5%	-6%	-1%	-6%	0%	-6%	-2%

This is a subset; rates above refer to the full screens.
